Bioassay records as filed in PubChem.
C2C12 statin: protects C2C12 myotubes from simvastatin toxicity | ATP luminescence, 48 h; scaled: DMSO 0, geranylgeraniol control 100 | rescue of ATP level, % at 7.49 µM | hit rate 0.78% among 330,000 | AID 602340;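 active = mean ATP rescue above about 67%, or every replicate alone reaching that limit, limit read from the data, passing the limit was not always enough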;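 note: myotubes were challenged with 10 µM simvastatin during compound exposure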
PglD inh: blocks C. jejuni PglD acetyltransferase activity; purified PglD enzyme, DTNB colorimetric CoA detection; hit rate 0.098% among 360,000; AID 602405; inhibition, % at 12.5 µM; in the data active = inhibition above about 16%, passing the limit was not always enough; note: strong numbers were not always called active
Numbers without * were called inactive. Only part of the results is shown; the hit share may differ from the screen's.

SMILES | C2C12 statin | PglD inh
COc1ccc(OCC(O)COc2ccc(C(=O)O)cc2)cc1 (stereo unspecified) | 12 | 3
CCOC(=O)c1nc2cc3n(c(C)c-2c1C)C(C)C(CC)=C3C (stereo unspecified) | 14 | -4
CCn1cc(/C=N/O)c(C)n1 | 13 | -1
O=C(COc1ccccc1Cl)Nc1ccc2c(c1)OCCO2 | 5 | 0
Cc1ccc2[nH]c(=O)c(CNC(C)(C)C)cc2c1 | 5 | 3
CCn1c(SCC(=O)Nc2nc3c(s2)CCCC3)nnc1-c1ccccc1 | -9 | 4
CCOC(=O)Cc1csc(NC(=S)NC(=O)c2ccc(Cl)cc2)n1 | -12 | 1
CC(=O)N1CCN(C2=NC(=O)C(=C3CCCCC3)S2)CC1 | 6 | 6
Cc1cccc(C)c1NC(=O)N1CCN(c2nc3ccccc3s2)CC1 | 36 | 2
O=C(CCc1ccccc1)Nc1ccc(NC(=O)C2CC2)nc1 | -52 | -2
Cc1cc(C)c(NC(=O)C(=O)NCc2ccco2)c(C)c1 | 5 | 1
O=C(OCc1ccc(COC(=O)c2ccccn2)cc1)c1ccccn1 | 2 | -3
CCOC(=O)c1c(-c2ccccc2)csc1NC(=O)c1cccc(N2C(=O)CCC2=O)c1 | 7 | -3
O=C(Nc1nc2c(Cl)cccc2s1)c1ccc(Br)o1 | 10 | 1
CC(=O)Nc1nnc(SCC(=O)NCC2CCCO2)s1 (stereo unspecified) | 4 | -3
Cc1ccc(C(=O)COC(=O)c2cc(Cl)nc3ccccc23)cc1 | -8 | 3
O=C(C1CCCN(Cc2ccccc2C(F)(F)F)C1)N1CCCCC1 (stereo unspecified) | 14 | 0
CCN1C(=O)C(CC(=O)N2CCN(C(c3ccccc3)c3ccccc3)CC2)N(CC)C1=O (stereo unspecified) | 20 | -4
CCCCCCN=C(C)C1=C(O)C(C(=O)OC)C(C)(C)CC1=O (stereo unspecified) | 8 | 0
Cc1nn(C)c(Cl)c1NC(=O)OCc1ccc(Cl)cc1Cl | -9 | -4

Four consecutive records out of the list so far, quoted:
SMILES | C2C12 statin | PglD inh
CC(=O)Nc1nnc(SCC(=O)NCC2CCCO2)s1 (stereo unspecified) | 4 | -3
Cc1ccc(C(=O)COC(=O)c2cc(Cl)nc3ccccc23)cc1 | -8 | 3
O=C(C1CCCN(Cc2ccccc2C(F)(F)F)C1)N1CCCCC1 (stereo unspecified) | 14 | 0
CCN1C(=O)C(CC(=O)N2CCN(C(c3ccccc3)c3ccccc3)CC2)N(CC)C1=O (stereo unspecified) | 20 | -4

Whole records, quoted from the list.
`COc1ccc(OCC(O)COc2ccc(C(=O)O)cc2)cc1` (stereo unspecified) across the screens: C2C12 statin = 12; PglD inh = 3
`O=C(COc1ccccc1Cl)Nc1ccc2c(c1)OCCO2` across the screens: C2C12 statin = 5; PglD inh = 0
`Cc1nn(C)c(Cl)c1NC(=O)OCc1ccc(Cl)cc1Cl` across the screens: C2C12 statin = -9; PglD inh = -4

Carrying on.
SMILES | C2C12 statin | PglD inh
CCCCCC(=O)N1CCN(CCN=CC2=C(O)CC(c3ccco3)CC2=O)CC1 (stereo unspecified) | 0 | 1
CCOc1ccc(CN(C(=O)c2oc3ccccc3c2C)C2CCS(=O)(=O)C2)cc1 (stereo unspecified) | 1 | -2
COc1ccc(-c2ncc3ccccn23)cc1OC | 17 | 0
CC1(C)Cc2c(cnn2-c2ccccc2)C(=O)/C1=N\NC(=O)c1ccccc1O | -11 | 1
Cc1ccc(-n2c3c(cc(C(=O)N4CCN(C)CC4)c2=O)C(=O)CC(C)(C)C3)cc1 | 2 | 1
Cn1cccc1CNC(=O)Nc1ccc(Cl)cc1 | -4 | -8
COc1ccc(OC)c(C(=O)CN2CCN(S(=O)(=O)c3ccc(Br)cc3)CC2)c1 | 5 | 21*
Cc1ccc(-n2c3c(cc(C(=O)O)c2=O)C(=O)CC(C)(C)C3)cc1 | 2 | 4
O=C(O)COc1cccc2ccccc12 | -3 | -6
O=C(O)C1CSC(c2ccccc2)N1C(=O)c1ccco1 (stereo unspecified) | -2 | 9
CCOC(=O)N1CCC(NC(=O)CCN2C(=O)C3C4C=CC(C4)C3C2=O)CC1 (stereo unspecified) | 9 | 6
O=C(N/C(=C/c1cccs1)C(=O)N1CCCCCC1)c1ccccc1 | 15 | -2
COc1cccc2c1OC1(C)CC2/C(=C(\C)O)C(=O)N1 (stereo unspecified) | -3 | 0
COc1ccc(C(=O)COC(=O)CN2C(=O)NC(C)(C)C2=O)cc1OC | 4 | 8
CCc1ccc(CCC(=O)Nc2nnc(CC)s2)o1 | -4 | 3
C#CCOCCOCCOCCNc1nc(N2CCN(C(=O)C([C@@H](C)O)n3cc([C@@H](N)CCCCN)nn3)CC2)nc(N2CCN(C(=O)[C@H](CCCCN)n3cc(CN)nn3)CC2)n1 (stereo partly specified) | 3 | -6
COc1cc(NC(=O)c2ccc(COCC(F)(F)F)cc2)cc(OC)c1OC | -8 | 4
COc1ccccc1NC(=O)NCCCl | 3 | 0
CCN(CC)C(=O)C1CCCN(Cc2ccc3c(c2)OCO3)C1 (stereo unspecified) | 5 | -1
COc1ccc(C2N=C(c3ccccc3)NC(c3ccccc3)=N2)cc1 | 16 | -1
Cc1onc(-c2ccccc2)c1C(=O)NCCN1CCOCC1 | 7 | -4
O=C1c2ccccc2C(=O)N1CCc1csc(NNc2nc(CCN3C(=O)c4ccccc4C3=O)cs2)n1 | -10 | 7
CCN(CC)P(=O)(C(NC(=O)OC)C(F)(F)C(F)(F)C(F)(F)C(F)F)N(CC)CC (stereo unspecified) | 12 | 1
CCN(CC)C(=O)CSc1nnc(-c2ccccc2)o1 | -8 | 4
CCCn1c(SCC(N)=O)nnc1-c1ccco1 | 64 | -1
CCNC(=S)NNC(=O)c1cc(C)on1 | -12 | 5
Cc1ccc(CNC(=O)c2cccc(-n3cnnn3)c2)cc1 | 4 | 3
Cn1c(=O)c2c(nc(SCc3ccccc3)n2Cc2ccc(Cl)cc2)n(C)c1=O | 16 | 10
CCOC(=O)N1CCN(c2nc(-c3ccco3)cc(C(F)(F)F)n2)CC1 | 19 | -5
CCOC(=O)C1(CC)NC(c2ccco2)C2C(=O)N(CC)C(=O)C21 (stereo unspecified) | 9 | 0
Cc1cccc(NC(=O)CN2C(=O)N/C(=C/c3ccc(C)o3)C2=O)c1 | 37 | 2
COc1ccc(OC)c(NC(=O)c2cc(S(=O)(=O)NCc3ccco3)ccc2F)c1 | -10 | 4
O=C(N/N=C/c1c[nH]c2ccccc12)c1cc(-c2ccc(-c3ccccc3)cc2)n[nH]1 | 11 | 1
Cc1ccc(NC(=O)COc2ccc(/C=N\NC(=O)c3cccnc3)cc2)cc1C | -4 | -2
CN1CCN(C(=O)CN(Cc2ccccc2)S(C)(=O)=O)CC1 | 0 | 1
Cc1ccc(C(=O)COC(=O)c2ccc3c(c2)C(=O)N(c2cccc4ncccc24)C3=O)cc1C | 0 | -3
c1ccc(OCc2nc3ccccc3[nH]2)cc1 | -6 | 2
Cc1ccc(-n2nc3c(c2NC(=O)c2ccc(OC(C)C)cc2)CS(=O)C3)cc1 (stereo unspecified) | -8 | 7
COCC(=O)N1CCN(c2ccc([N+](=O)[O-])cc2)CC1 | 0 | -2
CCOC(=O)c1c(C)nc2sc3c(=O)n(-c4ccc(OC)cc4)nnc3c2c1-c1ccc(OC)cc1 | 30 | -1

The final two entries of the section above are carried over, then new ones follow.
SMILES | C2C12 statin | PglD inh
COCC(=O)N1CCN(c2ccc([N+](=O)[O-])cc2)CC1 | 0 | -2
CCOC(=O)c1c(C)nc2sc3c(=O)n(-c4ccc(OC)cc4)nnc3c2c1-c1ccc(OC)cc1 | 30 | -1
CSc1cccc(NS(=O)(=O)c2ccccc2)c1 | 11 | -1
Cc1cc(=O)[nH]c(SC/C=C/c2ccccc2)n1 | -46 | 0
Cc1ccc(Oc2ccc(C(=O)NC3CCSC3=O)cn2)cc1 (stereo unspecified) | 2 | -9
Clc1cc(Cl)c2nc(N3CCOCC3)sc2c1 | -4 | 1
CN1CCN(C(=O)c2ccc(-c3nn(C)c(=O)c4ccccc34)cc2)CC1 | 22 | -1
O=C(Cc1ccc2cccnc2c1)c1ccc(O)cc1O | -10 | -2
Cc1nnc(SCc2cn3ccsc3n2)n(N)c1=O | -8 | 1
Cc1ccccc1NC(=O)CCN1C(=O)CSC1=O | 10 | -2
CCOC(=O)c1sc(NC(=O)c2cccs2)cc1C | -34 | 3
COc1ccc(S(=O)(=O)Nc2ccc3c(c2)OCO3)cc1Cl | 39 | 4
O=C(CN1CCC(n2nnc3cc(C(F)(F)F)ccc32)CC1)Nc1ccc2c(c1)CCC2 | 7 | 14
Cc1ccc(S(=O)(=O)CCC(=O)O)cc1C | -95 | -1
CCOC(=O)CN(C(=O)CSc1nnc(-c2ccc(OC)c(OC)c2)o1)c1ccc(F)cc1 | -1 | 4
O=C(Cc1ccc(S(=O)(=O)N2CCCCC2)s1)Nc1ccc(F)cc1F | -3 | -2
O=C(Nc1nnc(CCS(=O)(=O)c2ccc3ccccc3c2)s1)c1cccs1 | 2 | 4
CC(C)OC(=O)Cn1nnc(-c2ccccc2)n1 | -3 | 0
CCn1c(SCC(=O)NNC(=O)Cc2ccccc2)nnc1-c1ccccc1 | 7 | 4
COc1cc(/C=N/n2cnnc2)ccc1OCc1ccccc1 | 3 | 3
O=C(Nc1ccc(S(=O)(=O)N2CCCC2)cc1)c1ccc(CN2CCOCC2)cc1 | 9 | 4
Cc1noc(NS(=O)(=O)c2ccc(N/C=C/C(=O)c3ccccc3)cc2)c1C | -9 | -10
C=CCOc1ccc(CNc2nn[nH]n2)cc1 | 5 | 3
CCOc1ccc(NS(=O)(=O)c2ccc3c(c2)oc(=O)n3C)cc1 | 1 | -6
Cc1cc(C)nc(N2CCC(C(=O)NCc3cccs3)CC2)n1 | 11 | -1
O=C1CN(c2nnnn2-c2ccccc2)CCN1 | 6 | 8
C/C(=N/OC(=O)c1cccc(Cl)c1)c1nccs1 | 5 | -11
CCN=C1S/C(=C\c2ccc(Sc3ccc(Cl)cc3)o2)C(=O)N1CC | 8 | 0
O=C(N1CCOCC1)C(F)(F)C(=O)N1CCOCC1 | 7 | 3
CN(Cc1ccccc1)S(=O)(=O)c1ccc(C(=O)Nc2nnc(C3CC3)o2)cc1 | -17 | 3
c1ccc(OCCCN2CCCC2)cc1 | -1 | -1
CN(C)c1cccc(-c2nnc(SCCCC#N)o2)c1 | 5 | 1
CC(=O)Nc1ccc(S(=O)(=O)Nc2nccc(C3Cc4ccccc4C(=O)O3)n2)cc1 (stereo unspecified) | -19 | -2
CCC(C)NC(=O)C1CCN(S(=O)(=O)c2ccc(OC)cc2)CC1 (stereo unspecified) | 6 | 1
Cc1c(C(=O)OCC(=O)N(CCC#N)c2ccccc2)oc2c1ccc1ccccc12 | -6 | -4
Cc1nnc(NCCc2ccccc2)[nH]c1=O | 6 | 0
Cc1cc(C)cc(N(CC(=O)NCc2ccco2)C(=O)c2snc(C(N)=O)c2N)c1 | -11 | 0
Cc1ccc(C)c(N(CC(=O)NCCSCc2ccco2)S(C)(=O)=O)c1 | -6 | -2
O=C(CCN1CCc2ccccc21)c1ccc2c(c1)OCCO2 | 115* | -3
O=C(NC1=NCCS1)c1ccc(OCC2CCCO2)cc1 (stereo unspecified) | -9 | 2
O=C(CCCCCCN1C(=O)c2ccccc2C1=O)Nc1nccs1 | -6 | 0
O=c1[nH]c(CN2CCN(c3ccc([N+](=O)[O-])cc3)CC2)nc2ccsc12 | -16 | -13
CCN(CC)c1ccc2cc(-c3nnc(-c4ccccc4)o3)c(=O)oc2c1 | -5 | -6
COc1ccc(F)cc1S(=O)(=O)N1CCC(C(N)=O)CC1 | 6 | 22*
O=S(=O)(c1ccc(Cl)c(Cl)c1)c1snnc1-c1ccccc1 | -68 | 6
N#C/C(=C\c1c(N2CCOCC2)nc2ccccn2c1=O)S(=O)(=O)c1ccccc1 | -2 | -10
CC1(C(=O)Nc2nnc(C(C)(C)C)s2)Cc2ccccc2C(=O)O1 (stereo unspecified) | 5 | -1
CCOC(=O)c1ccccc1NC(=O)CSc1ccccc1 | 10 | 1
COc1ccccc1NC(=S)N1C2CCC1CC(NC(=O)NC13CC4CC(CC(C4)C1)C3)C2 (stereo unspecified) | -6 | 0
CC(OC(=O)CCc1nc2ccccc2[nH]c1=O)C(=O)c1ccccc1 (stereo unspecified) | 20 | 2
COc1cc(C(=O)OC2CCN(C)CC2)cc(OC)c1OC | -3 | -4
CCOC(=O)c1cnn(-c2nc(-c3cccc(F)c3)cs2)c1C(F)(F)F | 0 | -8
N#Cc1c2c(c(-n3cnc4ccccc43)n3c1nc1ccccc13)CCC2 | -14 | -1
CNC(=O)c1cc2ccc(OC)cc2oc1=O | 12 | 3
Cc1nnc(NC(=O)C2CCN(c3cnccn3)CC2)s1 | 7 | 9
C=CCn1c(-c2ccc3[nH]c(C)c(C)c3c2)n[nH]c1=S | 21 | 0
COc1ccc(-c2nc3cc(C)ccn3c2NCC2CCCO2)cc1OC (stereo unspecified) | 11 | -3
Cc1ccc(OCC(=O)Nc2cccc3nsnc23)c(C)c1 | 13 | -7
Cc1ccc(S(=O)(=O)N/N=C\c2ccc([N+](=O)[O-])o2)cc1 | 9 | -1
CCOCCCNc1nc2c(c(=O)[nH]c(=O)n2C)n1CCCc1ccccc1 | 3 | 0
Cc1ccc2cc(CN(Cc3ccco3)S(=O)(=O)c3c(C)ccc4nsnc34)c(=O)[nH]c2c1 | -8 | -2
CN1C(=O)c2ccccc2C(C(=O)O)C1c1cn(C)c2ccccc12 (stereo unspecified) | 5 | -1
Cc1ccccc1OC(=O)Cn1c(C(F)(F)F)nc2ccccc21 | -21 | 4
O=C(/C=C/c1cc([N+](=O)[O-])ccc1OC(F)F)NCc1ccc(Cl)cc1 | 27 | -13
COc1cc(OC)c(C#N)c(S(=O)Cc2ccccc2)c1 (stereo unspecified) | 7 | 7
